MPTP inh: blocks calcium-induced mitochondrial swelling; inhibition, % at 10 µM; 1.4% of 360,000 active; isolated mouse mitochondria, Ca2+ swelling absorbance, 30 min;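 active = inhibition of 50% or more, scaled per plate between neutral and stimulator controls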;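 note: 0% = DMSO wells given calcium and 100% = 1 mM EGTA wells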
MIN6 prolif: MIN6 beta-cell proliferation induction. MIN6 cells proliferation, ATPlite luminescence, 48 h; cells starved in 0.2% serum; 100% = growth in 10% serum. 0.29% of 330,000 active. AID 2380. proliferation, % at 10 µM;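 active = compounds whose signal lies at least 3.5 SD above the mean of all wells on their plate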;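 note: 0% = DMSO-treated cells in low-serum medium and 100% = 10% serum control; some compounds called inactive have numbers as strong as hits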
APJ agonist: agonists of human APJ apelin receptor; P35414; CHO-K1 APJ PathHunter beta-arrestin, luminescence; 0% DMSO wells, 100% apelin; activation, % at 20 µM; 0.11% of 330,000 active;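 active = activation more than six SD over the plate average, tested at 20 µM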;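 note: 0% = DMSO alone and 100% = apelin-13 at 10 nM; some results filed as inactive read as strong as hits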
Target sequence (P35414 whole entry, looked up): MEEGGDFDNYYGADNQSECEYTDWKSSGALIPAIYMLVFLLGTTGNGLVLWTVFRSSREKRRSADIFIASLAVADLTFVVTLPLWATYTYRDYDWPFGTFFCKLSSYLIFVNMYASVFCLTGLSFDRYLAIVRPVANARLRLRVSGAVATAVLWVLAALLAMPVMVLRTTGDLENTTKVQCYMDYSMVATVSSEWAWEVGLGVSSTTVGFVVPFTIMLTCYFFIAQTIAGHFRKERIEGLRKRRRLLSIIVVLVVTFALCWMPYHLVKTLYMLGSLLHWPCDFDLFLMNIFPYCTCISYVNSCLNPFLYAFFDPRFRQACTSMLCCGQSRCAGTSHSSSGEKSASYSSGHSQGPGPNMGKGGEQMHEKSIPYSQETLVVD
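Assay system: engineered CHO-K1 APJ arrestin reporter cells; Amount: 1000 CHO-K1 reporter cells seeded per well; Dosing: one dose, 20 µM compound, 1% DMSO; Times: compound stimulation 90 min at 25 °C, detection 60 min; Measured by: luminescent beta-gal fragment complementation, chemiluminescent substrate; Read-out: APJ–arrestin association signal; Controls: DMSO vs Apelin-13 10 nM.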
NR3A LBD binder: modulates the human NR3A ligand-binding domain; Tm shift relative to glycine control, % at 25 µM; AID 1259313; NR3A LBD differential scanning fluorimetry, Tm shift; 0% = protein alone, 100% = glycine-bound protein; 2.5% of 340,000 active;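 active = melting temperature shift of at least 10% of the positive control shift, at one fixed dose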
TIM10 inh: TIM10 yeast growth inhibition; S. cerevisiae TIM10 strain growth, BacTiter-Glo luminescence, 24 h; inhibition, % at 10 µM; 1.4% of 330,000 active;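 active = inhibition of 40% or more at the single tested concentration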;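 note: wild-type TIM10 isogenic control strain grown at permissive 25 °C; 0% = DMSO yeast wells and 100% = minimal medium wells without yeast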
tim10-1 inh: growth inhibitors of tim10-1 mutant yeast; inhibition, % at 20 µM; 2.2% of 330,000 active; S. cerevisiae tim10-1 ts strain growth, BacTiter-Glo, 24 h;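 active = inhibition of at least 40%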;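 note: mutant grown at 25 °C; 0% = DMSO wells with yeast and 100% = wells holding no yeast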
NLRP3 yeast inh: inhibitors of NALP3 inflammasome in yeast. Yeast reconstituted NLRP3/ASC/caspase-1, beta-gal luminescence, 24 h. inhibition, % at 10 µM. 0.39% of 330,000 active;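 active = inhibition of 50% or more; inactive = inhibition below 50%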;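 note: plate controls were induced DMSO wells for no effect and uninduced yeast grown without galactose for full effect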
tim23-1 inh: tim23-1 yeast growth inhibition. S. cerevisiae tim23-1 growth, BacTiter-Glo luminescence, 24 h. inhibition, % at 20 µM. 1.3% of 330,000 active;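 active = growth inhibition of the mutant yeast at or above 50%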;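 note: temperature-sensitive mutant grown at 25 °C; plate controls were DMSO-treated mutant yeast for no effect and medium wells lacking yeast for full effect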
APJ antag: blocks the human apelin receptor APJ; P35414; CHO-K1 APJ beta-arrestin complementation, luminescence; inhibition, % at 20 µM; 0.32% of 330,000 active; AID 2521;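 active = inhibition above about 40% at 20 µM, limit read from the data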;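 note: cells challenged with 10 nM apelin-13 agonist together with compound; plate controls were apelin-13 plus DMSO wells for no effect and DMSO wells lacking apelin-13 for full effect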
* hit, by the source's call; / = no result given.

SMILES	MPTP inh	MIN6 prolif	APJ agonist	NR3A LBD binder	TIM10 inh	tim10-1 inh	NLRP3 yeast inh	tim23-1 inh	APJ antag
CNc1ncc(C(=O)C(C)(C)C)s1	-1.5	0	-3	0	5	0	-1	8	7
CCOC(=O)C1C(c2ccccc2)C(C(=O)OCC)C1c1ccccc1 (stereo not drawn)	0.1	0	12	0	-5	0	5	-7	13
Cc1ccc(Cl)cc1NC(=O)COC(=O)CC1CCCCC1	1.9	-3	-1	-4	0	6	23	35	3
COCCNc1nc(-c2ccccc2)nc2ccccc12	-0.5	-4	-2	0	28	-4	16	31	4
O=C(NCc1ccc(F)cc1)C(c1ccccc1)N(C(=O)c1csnn1)C1CCCC1 (stereo not drawn)	0.6	-2	-4	1	17	10	11	13	-27
Cc1cc(C)cc(NC(=O)CSc2ccc(-c3ccco3)nn2)c1	-9.6	0	-1	-2	-3	32	9	34	-1
CC1CCCN(C(=O)c2ccc3c(=O)n(Cc4ccc5c(c4)OCO5)c(=S)[nH]c3c2)C1 (stereo not drawn)	41	-4	-3	-7	4	7	12	12	23
CN(c1ccccc1)c1nc2ccsc2c(=O)s1	3.6	-3	-4	0	16	18	25	11	11
CN(Cc1ccccc1)C1=CC(=[N+]2CCCC2)CC(C)(C)C1	8.4	-6	-4	2	-9	-7	9	-14	9
COc1ccc(-n2c(SCC(=O)Nc3ncc(Cl)cc3Cl)nc3ccccc32)cc1	/	-5	-1	/	16	-25	19	35	-7

Four entries already listed, arranged by the value under MPTP inh, smallest number first.
smiles	MPTP inh
Cc1cc(C)cc(NC(=O)CSc2ccc(-c3ccco3)nn2)c1	-9.6
CNc1ncc(C(=O)C(C)(C)C)s1	-1.5
CCOC(=O)C1C(c2ccccc2)C(C(=O)OCC)C1c1ccccc1 (stereo not drawn)	0.1
O=C(NCc1ccc(F)cc1)C(c1ccccc1)N(C(=O)c1csnn1)C1CCCC1 (stereo not drawn)	0.6

Back to the main list, repeating the 2 entries before the break.
SMILES	MPTP inh	MIN6 prolif	APJ agonist	NR3A LBD binder	TIM10 inh	tim10-1 inh	NLRP3 yeast inh	tim23-1 inh	APJ antag
CN(Cc1ccccc1)C1=CC(=[N+]2CCCC2)CC(C)(C)C1	8.4	-6	-4	2	-9	-7	9	-14	9
COc1ccc(-n2c(SCC(=O)Nc3ncc(Cl)cc3Cl)nc3ccccc32)cc1	/	-5	-1	/	16	-25	19	35	-7
CC(C)(C)c1ccc(C(=O)CS(=O)(=O)c2ccccc2)cc1	-0.7	-4	-3	0	30	23	12	40	8
Cc1cccn2c(=O)c3cc(C(=O)NC4CCCCC4)n(C)c3nc12	-1.0	-4	-5	-6	-5	21	11	5	-5
COc1cc([N+](=O)[O-])ccc1NC(=O)NCc1ccccn1	-1.7	-4	6	0	7	15	-1	6	-3
CN(Cc1ccccc1)C(=O)c1[nH]cnc1C(=O)Nc1cccc(Cl)c1	-0.3	-3	-1	-1	16	25	15	44	8
COc1cc(C(=O)O)ccc1Cl	0.2	-2	0	0	-14	-9	11	11	-10
O=c1oc2ccccc2c(O)c1/C=N/c1ncccn1	0.1	-1	-1	2	-3	7	2	13	12
CSc1ccc(CN2CCC(n3nccc3NC(=O)c3ccccc3C)CC2)cc1	0.4	4	-3	-1	-10	-2	16	-9	3
Cc1ccc(-n2c(C)c(C)c3c(NCCCO)ncnc32)cc1	0.5	2	-3	1	23	19	20	25	9
CCOP(=O)(OCC)/C(C#N)=C(\O)c1ccc(OC)cc1	1.6	-2	-3	0	-3	-7	-2	-4	-22
O=C1N(Cc2cccc(Cl)c2)C[C@@H]2C[C@@H](c3c[nH]c4ccccc34)N3CCC[C@@]123	1.1	-3	0	0	-8	11	13	12	5
COc1c(C)cccc1C(=O)NCCCNC(=O)c1ccc(C)nc1	-0.4	1	-2	-2	-16	-16	15	-2	-4
CCCCN(C(=O)CNC(=O)c1ccco1)C(C(=O)NC1CCCC1)c1ccc(OC)cc1 (stereo not drawn)	-2.8	-1	-3	-2	15	10	0	-7	-2
CC(Sc1nncn1C)C(=O)Nc1nnc(C(C)C)s1 (stereo not drawn)	0.2	11	0	-2	-2	-15	8	-10	-8
NC(=O)C1=CN(Cc2ccc(Cl)cc2)CCC1C(F)(F)F (stereo not drawn)	0.0	1	-3	3	-4	-11	-12	8	16
C[C@H]1CCC(=O)N([C@H](CSc2ccc(Br)cc2)Cc2ccccc2)CC1	0.3	-7	-4	0	2	14	26	25	16
Cc1cccc2sc(N(CCN(C)C)C(=O)c3cc(Cl)sc3Cl)nc12	0.6	0	-1	11*	5	24	16	13	10
CCN(CC)C1CCN(C(=O)CCc2nnc(CCc3ccccc3)o2)C1 (stereo not drawn)	0.8	-1	-3	0	-2	-4	4	6	-16
CCCCn1c(SCC(=O)N2CCOCC2)nc2c1c(=O)n(C)c(=O)n2C	0.9	-3	0	3	-12	0	17	-4	9
CCC(C)Nc1nc(N)c([N+](=O)[O-])c(Nc2ccccc2OC)n1 (stereo not drawn)	6.5	-4	-1	-15	23	43*	-7	53*	13
COc1ccc(C)cc1S(=O)(=O)N1CC(C)OC(C)C1 (stereo not drawn)	-2.2	1	-4	-1	0	-13	20	-12	-2
O=C(N/N=C/c1ccc2nccnc2c1)c1cccc([N+](=O)[O-])c1	-2.0	-2	2	1	-16	21	19	0	-11
Cc1ccc(C)c(CNS(=O)(=O)c2c(C(=O)N3CCCC3)c(C)n(C)c2C)c1	1.0	4	-3	-1	8	5	4	-4	3
O=C(CN1CCCC1c1cccs1)N1CCN(S(=O)(=O)c2cccc(F)c2)CC1 (stereo not drawn)	0.0	-3	-5	-1	7	-1	18	12	3
CCN1CCN(C(c2cccs2)C(C)NC(=O)C(C)C)CC1 (stereo not drawn)	1.2	-2	-2	2	0	0	10	-6	-5
Cc1ccccc1C(=O)Nc1cccc(N)c1	-1.3	-2	0	0	13	13	14	11	-2
CC(C)CNC(=O)COC(=O)c1ccc(Cl)c(S(=O)(=O)N2CCc3ccccc32)c1	2.7	0	0	-8	20	1	13	17	9
CCN1C(=O)C2(SC(NC(C)=O)=NN2C(C)=O)c2cc(C)cc(C)c21 (stereo not drawn)	0.0	-1	-1	-2	-4	-1	-6	11	13
Cc1nn2c([nH]c(=O)c3ccccc32)c1C=O	-3.3	0	-6	-1	4	3	-12	10	6
O=C(N/C(=C/c1cccs1)C(=O)N1CCCCCC1)c1ccccc1	-1.3	0	-5	1	29	27	-11	24	7
CCC(=O)Nc1ccc(C(=O)NNC(=O)Cc2ccccc2)cc1	0.4	-1	-2	-3	-2	7	-3	14	-1
CC(C)NC(=O)c1cc2cc([N+](=O)[O-])ccc2s1	5.6	-1	-3	0	2	-24	22	1	-11
O=C1CCc2cc(S(=O)(=O)NC(Cc3ccccc3)C(=O)NCC3CCCO3)ccc2N1 (stereo not drawn)	-2.0	-2	-4	-2	8	-13	-3	-4	7
CCOc1ccc(CCNC(=O)Nc2cccc(OC)c2)cc1OCC	-1.5	1	-3	1	7	26	1	17	-1
CC1(C)Cc2c(cnn2-c2ccccc2)C(=O)/C1=N\NC(=O)c1ccccc1N	2.0	-2	9	-1	-16	-13	-16	0	4
Cn1nc(C(C)(C)C)cc1C(=O)NN1CCOCC1	-0.1	-2	11	0	12	13	4	10	5
CC(NC(=O)c1ccncc1)c1ccc(Cl)cc1Cl (stereo not drawn)	-0.1	0	-4	-2	-11	-12	1	23	15
O=C(C1CCN(S(=O)(=O)c2cccc3cccnc23)CC1)N1CCN(c2ccc(Cl)cc2)CC1	4.9	-5	0	0	15	34	11	18	13
CC1CC(C)CN(S(=O)(=O)c2ccc3c(c2)oc(=O)n3CC(=O)NCc2cccnc2)C1 (stereo not drawn)	1.2	-3	-3	5	0	10	8	17	-13
COC(=O)C1CCN(CCCOc2ccc(CN3CCN(c4ccc([N+](=O)[O-])cc4)CC3)cc2)CC1	3.5	-4	-2	-1	-18	-32	18	-111	21
CCCNC(=O)NC(=O)CN1CCCC1c1ccc2c(c1)OCCO2 (stereo not drawn)	-0.7	0	2	-3	-7	13	27	21	9

The list goes on (2 carried over from the part before).
SMILES	MPTP inh	MIN6 prolif	APJ agonist	NR3A LBD binder	TIM10 inh	tim10-1 inh	NLRP3 yeast inh	tim23-1 inh	APJ antag
COC(=O)C1CCN(CCCOc2ccc(CN3CCN(c4ccc([N+](=O)[O-])cc4)CC3)cc2)CC1	3.5	-4	-2	-1	-18	-32	18	-111	21
CCCNC(=O)NC(=O)CN1CCCC1c1ccc2c(c1)OCCO2 (stereo not drawn)	-0.7	0	2	-3	-7	13	27	21	9
CCC(=O)N(C)CCc1cc2c(c(OC)c1/C=N/NS(=O)(=O)c1ccc(C)cc1)OCO2	1.2	-1	-2	-1	-3	2	-6	9	-7
Cc1ccc(C(CNS(=O)(=O)c2ccc([N+](=O)[O-])cc2)N2CCN(C)CC2)cc1 (stereo not drawn)	4.1	-4	5	/	-3	0	16	-11	-39
Cc1cccc(CCNS(=O)(=O)c2ccc(S(=O)(=O)N3CCCCC3)cc2)c1	-0.7	-2	-5	2	-10	1	10	7	-15
CS(=O)(=O)Nc1ccc(C(=O)N2CCCCC2)cc1	0.4	-2	3	0	20	12	-2	21	9
OCC1(CCOc2ccccc2)CCN(CCCn2cccn2)CC1	5.0	1	-6	-1	-17	-4	2	-2	4
Cc1ccnc2nc(C(=O)OCC(=O)Nc3ccc([N+](=O)[O-])cc3Br)nn12	-2.5	-2	-1	2	5	-1	2	2	-12
O=C(c1ccc(OC2CCN(Cc3ccccn3)CC2)cc1)N1CCCC(O)C1 (stereo not drawn)	1.9	-3	-1	-1	1	1	2	6	-5
O=S(=O)(c1cccc(S(=O)(=O)N2CCC(Cc3ccccc3)CC2)c1)N1CCOCC1	-0.2	-1	2	5	28	33	15	4	-3
Cc1cccc(OCCCC(=O)Nc2nccs2)c1	-4.5	0	-3	1	-4	-4	5	10	-1
O=C(CNC(=O)c1cnccc1C(F)(F)F)c1cccc(Cl)c1	2.2	-2	1	-94	8	29	3	12	-18
C=C(C)C(=O)Nc1ccc(NC(C)C)cc1	-1.1	0	-5	3	-1	6	19	-1	5
CCOc1ccc(C(=O)COC(=O)c2cc(=O)[nH]c3ccccc23)cc1	-1.1	-3	11	0	1	-23	5	-11	-34
CN1CCN(c2ccc(S(=O)(=O)N3CCCCC3)cc2NC(=O)COc2ccc([N+](=O)[O-])cc2)CC1	-0.9	-2	7	3	13	6	17	6	11
CCc1noc(C)c1C(=O)N1CCCSC1=Nc1ccccc1	0.3	-3	-5	-2	4	7	-2	9	14
COc1ccc(C(=O)Nc2ccccc2C(=O)N2CCOCC2)cc1	-0.3	-1	-3	-2	-11	18	8	10	-12
CCOC(=O)c1csc(NC(=O)c2ccc(OCC)cc2)n1	-3.0	1	-3	1	14	4	40	18	21
CCCCCCCCNC(C)C(O)c1ccc(SC(C)C)cc1 (stereo not drawn)	86*	-8	-3	2	-81	21	67*	38	13
COCCN(C(=O)COc1ccccc1)c1nnc(-c2cccnc2)s1	-1.6	2	-1	-1	5	16	27	-10	-1
COc1cccc(CNC(=O)C2CCN(C(=O)N3CC(C)Oc4ccccc43)CC2)c1 (stereo not drawn)	-1.3	-1	-3	0	-10	4	14	13	16
O=[N+]([O-])c1ccc(N/N=C/c2c[nH]c3ccccc23)cc1	5.5	-4	-13	30*	-40	22	33	33	43*
COc1ccccc1/C=C/CN1CCC(n2nccc2NC(=O)CCc2ccccc2)CC1	74*	-8	1	-2	12	-8	9	10	-7
Cc1sc(N2C(=O)C3C(C2=O)[C@H]2C=C[C@@H]3C2)c(C#N)c1C (stereo partly drawn)	0.6	-1	-3	1	7	-9	14	7	7

Compound activity as filed in PubChem.
